mcGAS RapidFire: inhibitors of Mus musculus cyclic GMP-AMP synthase, initial high-throughput assay, cell-free, RapidFire MS; Q8C6L5; recombinant mouse cGAS, cGAMP by RapidFire MS; inhibition, % at 12.5 µM; 130,000 tested, 0.18% active; AID 1259397, 2018;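 active = inhibition of cGAS enzyme activity at or above 60%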;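 also: enzyme stimulated by 45 bp dsDNA with ATP and GTP substrates; cGAMP share of summed cGAMP plus half ATP and half GTP signals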
Target sequence (Q8C6L5 whole entry, looked up): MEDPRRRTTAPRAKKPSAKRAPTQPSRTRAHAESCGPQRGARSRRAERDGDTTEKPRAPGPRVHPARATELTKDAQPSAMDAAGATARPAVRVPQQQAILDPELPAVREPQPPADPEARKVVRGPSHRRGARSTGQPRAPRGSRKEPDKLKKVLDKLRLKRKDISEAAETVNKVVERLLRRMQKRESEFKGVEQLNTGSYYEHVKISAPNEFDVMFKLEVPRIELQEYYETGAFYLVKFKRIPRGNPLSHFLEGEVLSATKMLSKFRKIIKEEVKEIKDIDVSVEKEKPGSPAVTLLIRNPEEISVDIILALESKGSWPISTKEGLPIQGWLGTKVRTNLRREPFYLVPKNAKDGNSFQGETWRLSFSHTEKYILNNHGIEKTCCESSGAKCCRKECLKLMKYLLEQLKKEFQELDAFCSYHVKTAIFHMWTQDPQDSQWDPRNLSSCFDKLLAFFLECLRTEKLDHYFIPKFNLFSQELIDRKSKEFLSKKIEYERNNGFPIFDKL
Starred values were filed as active, the others as inactive; & = joins results of further samples. The list is partial; the hit share may differ from the screen's.

mcGAS RapidFire | Molecule
-9 | COc1ccc(OC)c(C2CCCN2C(=O)C=Cc2cc(Cl)c(OC)c(OC)c2)c1 (stereo unspecified)
-4 | CN1/C(=C/C(=O)COc2ccc3c(c2)OCO3)C(C)(C)c2ccccc21
6 | CC(O)(c1ccccc1)c1nc(-c2ccncc2)cs1 (stereo unspecified)
-49 | O=C(NCCc1ccncc1)c1ccccc1NCc1cccs1
-8 | CC1CC(C)C(O)=C(C(=N)CC2CC(=O)NC(=O)C2)C1=O (stereo unspecified)
-34 | CCN(CC)C(=O)[C@@H]1C[C@H](N)CN1C(=O)Cc1cccnc1
-5 | CCN(CC)S(=O)(=O)c1ccc2c(c1)nc(CCC(=O)NC1CCCC1)n2C
0 | CNS(=O)(=O)c1ccc(F)c(C(=O)N(Cc2cccs2)C2CC2)c1
-4 | Cc1cc(C)n(CCNc2nc3c(F)cc(F)cc3s2)n1
2 | Cn1c(=O)c2nc(SCC(=O)Nc3cc(Cl)ccc3Cl)n(C)c2n(C)c1=O
7 | COc1cc(C=O)c([N+](=O)[O-])cc1OC
-10 | Cn1c(-c2cccs2)nn(CCNC(=O)Nc2ccccc2C(F)(F)F)c1=O
-10 | Cc1oc(-c2cc3c(cc2Cl)OCO3)nc1CN(C)C1CCCc2ccccc21 (stereo unspecified)
3 | COc1ccc(Nc2ncnc3[nH]ncc23)cc1
-1 | O=C(NCCC1CCCO1)N1CCN(C(=O)c2cccc(O)c2)CC1 (stereo unspecified)
-11 | Cc1nc(N(C)C)nc(-c2cccc(C(=O)O)c2)c1C
-23 | COc1ccc(-c2cnc(C)[nH]2)c(-n2nc(C)cc2C)c1
-14 | CN(Cc1ccc2ccccc2c1)C(=O)CNC(=O)C1CC1
-11 | Cc1cc(C)nc(NN=Cc2c(O)n(C)c(=O)n(C)c2=O)n1
4 | COc1cc(=O)n2c(c1C(=O)N(C)C(C)c1ccco1)CCN(C(=O)c1ccccc1)CC2 (stereo unspecified)
3 | Cc1ccc(-n2nc(C)c(N=Nc3ccccc3C)c2N)cc1
0 | Cc1ccnc(N2CCC(Cc3cccc(C(N)=O)c3)C2)n1 (stereo unspecified)
1 | O=S(=O)(CCNS(=O)(=O)c1ccc(Br)cc1)Cc1ccccc1
-1 | CCC(C)NC(=O)CN1CCC(c2nc3ccccc3s2)CC1 (stereo unspecified)
-1 | O=C(NCCOc1ccccc1)c1ccc(Br)s1

Sorted by length of the SMILES (smallest number first): part of the list above
mcGAS RapidFire | Molecule
-1 | O=C(NCCOc1ccccc1)c1ccc(Br)s1
3 | COc1ccc(Nc2ncnc3[nH]ncc23)cc1
6 | CC(O)(c1ccccc1)c1nc(-c2ccncc2)cs1 (stereo unspecified)
-4 | Cc1cc(C)n(CCNc2nc3c(F)cc(F)cc3s2)n1
-14 | CN(Cc1ccc2ccccc2c1)C(=O)CNC(=O)C1CC1
3 | Cc1ccc(-n2nc(C)c(N=Nc3ccccc3C)c2N)cc1
-23 | COc1ccc(-c2cnc(C)[nH]2)c(-n2nc(C)cc2C)c1
-11 | Cc1cc(C)nc(NN=Cc2c(O)n(C)c(=O)n(C)c2=O)n1
-8 | CC1CC(C)C(O)=C(C(=N)CC2CC(=O)NC(=O)C2)C1=O (stereo unspecified)
0 | CNS(=O)(=O)c1ccc(F)c(C(=O)N(Cc2cccs2)C2CC2)c1
-10 | Cc1oc(-c2cc3c(cc2Cl)OCO3)nc1CN(C)C1CCCc2ccccc21 (stereo unspecified)
-4 | CN1/C(=C/C(=O)COc2ccc3c(c2)OCO3)C(C)(C)c2ccccc21
-5 | CCN(CC)S(=O)(=O)c1ccc2c(c1)nc(CCC(=O)NC1CCCC1)n2C
2 | Cn1c(=O)c2nc(SCC(=O)Nc3cc(Cl)ccc3Cl)n(C)c2n(C)c1=O
-9 | COc1ccc(OC)c(C2CCCN2C(=O)C=Cc2cc(Cl)c(OC)c(OC)c2)c1 (stereo unspecified)

New compounds follow.
mcGAS RapidFire | Molecule
19 | OC1CSCc2nc3ccccc3n2C1 (stereo unspecified)
4 | Cc1cnc(NC(=O)C(C)NS(=O)(=O)c2ccccc2C(F)(F)F)s1 (stereo unspecified)
-5 | Cc1cn(CC(=O)N2CC(Oc3ccccc3F)C2)c(=O)[nH]c1=O
-2 | CN(C1CCCCCC1)S(=O)(=O)N1CCCC2CCCCC21 (stereo unspecified)
3 | OCC(O)Cn1c2ccc(Br)cc2c2cc(Br)cc(Br)c21 (stereo unspecified)
-29 | Cc1ccc(NP2(=O)C(=C3N(C)c4ccccc4C3(C)C)C=NN2c2ccccc2)cc1C (stereo unspecified)
-19 | O=C(NCCC1CC2CCC1C2)c1ccc(N2CCOCC2)nc1 (stereo unspecified)
-12 | O=C(C1CCS(=O)(=O)CC1)N1CC[C@@H](c2ccc3ccccc3c2)[C@H](O)C1
-5 | Cc1ccc(CCC(=O)Nc2ccc3c(c2)CN(C(=O)c2ccco2)CC3)cc1
-8 | Cc1sc(-c2ccco2)nc1C(=O)Nc1cccc(S(C)=O)c1 (stereo unspecified)
-3 | CCOC(=O)c1sc(N=CN(C)C)c(C(=O)OCC)c1C
-5 | Cc1cccn2c(CNCc3ccccc3-n3cncn3)c(C(=O)N3CCOCC3)nc12
-26 | Cc1noc(C)c1NC(=O)c1cccc(CN2CC[C@@H]3CCCC[C@H]3C2)c1
-6 | Cc1c(C(=O)NCCC(C)C)c(C(F)(F)F)nn1C1CCCN(C)C1 (stereo unspecified)
-17 | Cc1nccn1CC1CCCN(Cc2ccc3cccc(F)c3n2)C1 (stereo unspecified)
-9 | Cn1c(=O)c2c(nc(CN3CCCCC3)n2CC(=O)C(C)(C)C)n(C)c1=O
-7 | CCOC(=O)c1sc(=NC(=O)c2ccc3ncsc3c2)n(C)c1C
-4 | O=C(c1cc(Br)ccc1F)N1CCN(S(=O)(=O)Cc2ccccc2)CC1
-2 | CCOC(=O)c1[nH]c(COC(=O)c2ccc(C)s2)c(C(=O)OCC)c1C
0 | Cc1noc(C(C)C)c1C(=O)N1CCN(S(=O)(=O)N(C)C)CC1
-4 | Cc1ccc(NC(=O)C2CCN(Cc3ccc(F)c4cccnc34)CC2)nc1
-2 | Cc1ccc(N2CC(CNS(C)(=O)=O)OC2=O)cc1 (stereo unspecified)
-8 | COc1ccc(C)c2sc(N(CCCN(C)C)C(=O)c3cc(C)no3)nc12
-4 | CCC(=O)Nc1ccc(C)c(NS(=O)(=O)c2cc(C)sc2C)c1
-5 | CCN(Cc1ccc(-c2ccn[nH]2)o1)C1CCS(=O)(=O)C1 (stereo unspecified)
-14 | Cn1cc(C(=O)Nc2ccc(C(F)(F)F)cc2)c2[nH]c(=O)n(-c3ccccc3)c(=O)c21
-15 | CC1C(=O)N(C)CCN1C(=O)c1cn[nH]c1-c1cccc(F)c1 (stereo unspecified)
-3 | O=C(NC1CCCC(C(F)(F)F)C1)c1cccc(NS(=O)(=O)c2ccccc2)c1 (stereo unspecified)
-3 | Cn1c(=O)[nH]c(=O)c2c1nc(N1CCN(CCCc3ccccc3)CC1)n2CCc1ccccc1
-18 | Cn1ccc(C(=O)Nc2cc(C(F)(F)F)ccc2-n2cccn2)cc1=O
-2 | CCOc1ccc(CCC(=O)N2CCC(N(C)S(C)(=O)=O)CC2)cc1
-20 | CN(Cc1ncc[nH]1)C(=O)[C@H](N)c1ccccc1
-25 | O=C(O)C1CC(=O)N(c2ccc(I)cc2)C1 (stereo unspecified)
-9 | Cc1c(C(C)NC2CCSCC2)cnn1-c1cccc(F)c1 (stereo unspecified)
-20 | CCOC(=O)c1cc(NC(=O)Nc2nccs2)c[nH]1
-6 | COc1cc(CNc2ccc3nnnn3n2)ccn1
-14 | CN(CCc1ccccn1)c1ncccc1CNC(=O)c1ccc2c(c1)OCO2
-4 | CCCOc1ccc(C(C)NC(C)c2nnc(C)o2)cc1OC (stereo unspecified)
-11 | CC(NS(=O)(=O)Cc1ccccc1F)c1cccc(Cl)c1 (stereo unspecified)
-1 | CCn1c(-c2ccccc2)cnc1SCC(=O)N1CCNC1=O
-2 | Cc1cc(C)cc(C(=O)Nc2sc3c(c2C(N)=O)CCC3)c1
-8 | O=C(NCCc1ccccc1)c1ccc(OC2CCN(C(=O)C3CC34CCC4)CC2)cc1 (stereo unspecified)
1 | CCN(CCn1cccn1)C(=O)CCc1nnc(Cc2c[nH]c3ccccc23)o1
-4 | COc1ccc(OC)c(CN(C2CC2)S(=O)(=O)c2ccccc2F)c1
-1 | COc1ccc(-n2nnc3c(=O)[nH]cnc32)cc1OC
-2 | COCCC(=O)Nc1ccc2c(c1)CN(C/C(C)=C/c1ccccc1)CC2
8 | O=C(CSc1nccn1Cc1ccccc1)NC(=O)NC1CCCC1
-11 | Cn1ccc2c(cnc3nc(-c4ccccc4)nn32)c1=O
-4 | O=C(CCc1n[nH]c2c1CCCC2)NCc1ccc2c(c1)OCO2
-6 | CCN(CC)Cc1cnc2c(C(=O)NCc3nnc4n3CCC4)cnn2c1

The results go on:
mcGAS RapidFire | Molecule
-1 | Cc1c(CN2CCN(C3CCCC3)C(CCO)C2)[nH]c2c(Cl)cccc12 (stereo unspecified)
-9 | FC(F)(F)c1cccc(N2CCC(N=Cc3ccccc3C(F)(F)F)=N2)c1
-1 | COc1ccc(S(=O)(=O)N(C)CC(=O)Nc2ccccc2Sc2ccccc2)cc1Cl
-9 | COc1ccccc1NC(=O)CCN(C)Cc1ccc(C(C)C)cc1
-2 | C=CCNC(=O)c1cc2cc(Cl)ccc2oc1=O
-9 | CCc1ccsc1C(=O)N1CC(CNC(=O)OC(C)(C)C)CC1C (stereo unspecified)
0 | CC(C)NC(=O)CSCc1nc2ccccc2s1
-13 | CC(C)N1C(=O)COCc2cc(-c3cc4ccccc4o3)ccc21
-6 | Cc1cc(O)c(C(c2cccc(F)c2)N2CCN(C)CC2)c(=O)n1Cc1ccccc1 (stereo unspecified)
-9 | NC(=S)Nc1ccc(Cl)cc1
-22 | COc1cccc(CN(C)C(=O)Nc2cc(Cl)ccc2F)c1
1 | Cc1ccc(C2=NC(=CN(C)C)C(=O)O2)cc1
-4 | O=C(CN1CCCC1c1ccccc1)c1c[nH]c(C(=O)N2CCCC2)c1 (stereo unspecified)
6 | COc1ccc(C(NC(=O)CN2CCS(=O)(=O)CC2)C(F)(F)F)cc1OC (stereo unspecified)
2 | O=C(NCC1CCCN(S(=O)(=O)/C=C/c2ccccc2)C1)c1cc2ccccc2[nH]1 (stereo unspecified)
-12 | O=C(CCc1cc(=O)[nH]o1)NC1CC(=O)N(CCc2ccc(F)cc2)C1 (stereo unspecified)
-4 | Fc1ccc(Cc2noc(-c3ccc(NC4CCSC4)nc3)n2)cc1 (stereo unspecified)
5 | CCC(C)n1c(-c2ccccc2)nc(=S)c2c1CCCC2 (stereo unspecified)
-1 | Cc1cccn2c(CC(=O)NCCS(=O)(=O)N3CCCC3)cnc12
11 | C=C(C)[C@@H]1CC[C@]2(C(=O)O)CC[C@]3(C)[C@H](CC[C@@H]4[C@@]5(C)CC[C@H](O)C(C)(C)[C@@H]5CC[C@]43C)[C@@H]12
-5 | CCCc1ccc(OCC(=O)NNC(=O)CCOc2ccccc2)cc1
-5 | CCOC(=O)N1CCC(NC2CC(=O)N(CCCc3ccccc3)C2)CC1 (stereo unspecified)
-3 | CCOC(=O)C1(C/C=C/c2ccccc2)CCCN(C(=O)c2n[nH]c(=O)c3ccccc23)C1 (stereo unspecified)
-6 | CCOC(=O)N1CCN(C(=O)CSc2nc3c(c(=O)n2-c2ccccc2)SCC3)CC1
-8 | Cc1nn(C)c(C)c1NS(=O)(=O)c1ccc2c(c1)OCCO2
-8 | CCCCn1c(N)c(N(Cc2ccco2)C(=O)CN2CSCC2=O)c(=O)[nH]c1=O
-8 | Cc1cc2oc(C(=O)Nc3ccccc3[N+](=O)[O-])c(C)c2cc1C
-7 | O=C(Nc1cccc2ccc(-n3cccc3)nc12)c1ccc(F)c(F)c1
3 | O=c1c2cc3c(cc2nc2sc(Nc4ccccc4)nn12)OCO3
-6 | Cc1ccc(NC(=O)CCc2ccc(S(=O)(=O)N3CCCCCC3)cc2)c(O)c1
0 | CC(C)(C)NCc1cc2ccccc2nc1Cl
-2 | CC(C)OCCCNC(=O)CSc1nc2ccccc2c(=O)n1Cc1ccc(Cl)cc1
-12 | CNS(=O)(=O)c1ccc(CCc2nc(CCc3ccccc3)n[nH]2)cc1
-23 | CC(C)c1ncc(C(=O)N2CCCC(Nc3ccc4c(c3)OCO4)C2)c(=O)[nH]1 (stereo unspecified)
1 | Cn1c(NC(=O)c2ccco2)c(-c2cccs2)c(=O)c2ccccc21
-8 | CCOC(=O)c1ccc(CNC(=O)C(CCSC)NC(=O)c2ccccc2)o1 (stereo unspecified)
0 | CC1(C(=O)O)CCCN1C(=O)c1cccc(F)c1 (stereo unspecified)
-5 | COC(=O)CCCNC(=O)c1ccc2nc(-c3cccc(OC)c3)oc2c1
2 | CC1CN(S(=O)(=O)c2cc3c4c(c2)C(C)C(=O)N4CCC3)CC(C)O1 (stereo unspecified)
-9 | CC(C)CNC(=O)NC(=O)C1CCCCC1
-1 | OC(CCl)CN1CC[N+]2(CC1)CC[N+]1(CCN(CC(O)CCl)CC1)CC2 (stereo unspecified)
-15 | COc1ccccc1S(=O)(=O)N1CCCc2cc(C(=O)O)ccc21
-31 | COc1cc(NC(=O)CN2C[C@H]3C[C@H](O)[C@@H](O)C[C@H]3C2)cc(OC)c1
-5 | O=S(=O)(OCC1CCCO1)c1ccc(Cl)cc1 (stereo unspecified)
4 | O=[N+]([O-])C1=C(N2CCOCC2)CS(=O)(=O)C1
-1 | CC(=O)NC(Cc1ccccc1F)C(=O)N1CCOC(Cc2ccccc2)C1 (stereo unspecified)
-3 | CC(C)(C)c1ccc(C(=O)Nc2cc(C(=O)Nc3ccc(Cl)cc3)ccc2N2CC3CC(C2)c2cccc(=O)n2C3)cc1 (stereo unspecified)
-7&-2 | Cc1nc(N)sc1-c1n[nH]c(=S)n1C
-3 | CCCSc1nc2c(c(=O)n(C)c(=O)n2C)n1Cc1ccccc1
1 | CCOC(=O)N1CCN(C(=O)Nc2ccc(C)cc2)CC1

Bioassay records (PubChem)
